Screening results from PubChem.
Rev-erbA mod: Rev-erb alpha (human) modulation; Rev-erbα–FITC-DNA binding, fluorescence polarization, 90 min; activity, % at 10 µM; 370,000 tested, 0.79% active;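 active = activity above about 14%, limit read from the data; passing the limit was not always enough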;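 also: 0% = DMSO wells with 35 nM protein and 100% = DMSO wells with 750 nM protein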
Target sequence (P20393 whole entry, looked up): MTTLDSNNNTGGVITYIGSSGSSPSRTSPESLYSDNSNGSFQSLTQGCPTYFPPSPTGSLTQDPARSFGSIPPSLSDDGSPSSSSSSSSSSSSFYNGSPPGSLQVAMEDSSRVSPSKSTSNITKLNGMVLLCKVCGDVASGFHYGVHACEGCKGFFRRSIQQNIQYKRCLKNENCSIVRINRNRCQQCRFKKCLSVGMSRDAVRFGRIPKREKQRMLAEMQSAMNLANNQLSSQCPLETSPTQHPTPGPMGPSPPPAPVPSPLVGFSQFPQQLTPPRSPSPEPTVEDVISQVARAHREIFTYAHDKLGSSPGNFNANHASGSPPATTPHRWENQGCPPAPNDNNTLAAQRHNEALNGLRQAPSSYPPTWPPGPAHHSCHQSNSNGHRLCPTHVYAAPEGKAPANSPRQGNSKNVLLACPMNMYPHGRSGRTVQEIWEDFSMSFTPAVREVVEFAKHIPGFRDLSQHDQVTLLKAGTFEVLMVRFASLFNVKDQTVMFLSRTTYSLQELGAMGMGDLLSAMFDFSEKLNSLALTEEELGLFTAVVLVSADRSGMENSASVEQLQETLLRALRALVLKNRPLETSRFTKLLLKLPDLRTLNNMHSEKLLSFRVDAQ
sPLA2-III inh: Inhibits HGIII-sPLA2 liposome hydrolysis, primary screen; Q9NZ20; QFRET BODIPY PC-A2 liposome hydrolysis, fluorescence; inhibition, % at 12.2 µM; 370,000 tested, 0.56% active; AID 743126;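 active = inhibition above mean plus 3 SD of compounds lying within the high and low control bounds, cut at about 19% in these data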;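 also: 0% = median of test compound wells and 100% = no enzyme DMSO wells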
PLCb3 inh: inhibitors of human phospholipase C beta3; 370,000 tested, 0.18% active; Q01970; Purified PLC-beta3, fluorogenic substrate, fluorescence; inhibition, % at 12.2 µM; in the data active = inhibition above about 11%;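 also: 0% = median of compound wells on plate and 100% = full blocker control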
KLK7 zymogen act: activators of human kallikrein-7 zymogen. P49862. purified proKLK7, EDANS-DABCYL substrate fluorescence; 100% is mature enzyme control, 0% vehicle. activation, % at 7 µM. 370,000 tested, 0.9% active;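 active = activation above the mean of all tested compounds plus 3 SD, computed per campaign excluding outliers beyond control limits, cut at about 13% in these data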
Tn7 DDE FP: inhibitors of Tn7 peptide binding to human fibrin DD(E). FP displacement of FITC-Tn7 peptide from fibrin DD(E); 0% = median of compound wells per plate. inhibition, % at 8.3 µM. 370,000 tested, 0.13% active. AID 720508;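 active = inhibition above the mean of compounds falling within the control limits plus 3 SD of them, cut at about 14% in these data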;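 also: 0% = plate median of compound wells and 100% = 10 µM Aha-Tn7 peptide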
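Assay system: Human fibrin DD(E) protein | Medium: Tris buffer with calcium and detergent, pH 7.8 | Reagent: 0.1 µM fluorescent Tn7 | Compound dosing: Single point at 8.3 µM | Times: 10 min preincubation, 3 h with tracer, room temperature | Detection: Fluorescence polarization of the labelled Tn7 tracer | Controls: Aha-Tn7 high control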
UHRF1 binding: UHRF1 methyl-DNA binding inhibition; Q96T88; UHRF1 binding to methylated oligo, TR-FRET; inhibition, % at 4.4 µM; 370,000 tested, 0.75% active; in the data active = inhibition above about 21%;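 also: UHRF1 SRA domain binding a hemimethylated CpG hairpin DNA probe; 0% = median of test compound wells and 100% = reference inhibitor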
ASAP1 GAP inh: inhibitors of human ASAP1 ArfGAP activity. ASAP1-stimulated ARF1 GTP hydrolysis, GDP FP detection. inhibition, % at 16.5 µM. 360,000 tested, 0.19% active; in the data active = inhibition above about 25%;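 also: 0% = vehicle with enzyme and substrate and 100% = no enzyme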
ARFGAP1 inh: inhibitors of rat ARFGAP1; Arfgap1-stimulated ARF1 GTP hydrolysis, GDP FP detection; 360,000 tested, 0.26% active; inhibition, % at 16.5 µM;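 active = inhibition above a per-plate limit, mean inhibition of low control wells plus 3 SD, cut at about 25% in these data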;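 also: 0% = DMSO wells with enzyme and 100% = wells lacking Arfgap1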
Target sequence (Q62848 1-136 limits assumed): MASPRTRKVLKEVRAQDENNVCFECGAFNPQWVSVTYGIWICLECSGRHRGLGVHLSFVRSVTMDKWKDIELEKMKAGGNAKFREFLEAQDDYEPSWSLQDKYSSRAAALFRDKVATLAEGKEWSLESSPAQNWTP
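System: truncated rat Arfgap1 GAP domain / Medium: HEPES-based buffer, pH 7.5 / Also added: N-terminally truncated human ARF1-GTP substrate / Incubation: enzyme reaction 120 min at 25 °C after 20 min preincubation / Measured by: FP of antibody-bound GDP Alexa 633 tracer, ex 620/em 688 nm / Replicates: singlicate, each compound tested once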
PLC-gamma1 inh: blocks human PLC-gamma1 enzyme activity | P19174 | purified PLC-gamma1, fluorogenic substrate, fluorescence | inhibition, % at 12.2 µM | 370,000 tested, 0.84% active; in the data active = inhibition above about 9.5%
DDE Tn6 FP inh: inhibitors of Tn6 peptide binding to human fibrin DD(E). P02675. Fibrin DD(E) TRITC-Tn6 fluorescence polarization displacement. inhibition, % at 8.3 µM. 370,000 tested, 0.21% active. AID 720509;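 active = inhibition above a per-campaign cutoff: mean of compounds within control limits plus 3 SD, cut at about 15% in these data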;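 also: 0% = median of all compound wells on the plate and 100% = blocking peptide control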
Starred values were filed as active, the others as inactive; . = not tested or not shown.

Rev-erbA mod	sPLA2-III inh	PLCb3 inh	KLK7 zymogen act	Tn7 DDE FP	UHRF1 binding	ASAP1 GAP inh	ARFGAP1 inh	PLC-gamma1 inh	DDE Tn6 FP inh	Molecule
1	-10	0	-0.4	4	-1	13	-3	2	0	COc1ccc(C2/C=C\CN(C(=O)Oc3ccccc3)CC(=O)N2Cc2ccc(F)cc2)cc1 (stereo not given)
7	3	-51	1.8	3	1	9	9	-31	-3	CCCC(=O)N1CCc2cc(OC)c(OC)cc2C1c1cc2cc3c(cc2[nH]c1=O)OCO3 (stereo not given)
-6	-50	-12	-0.3	6	-3	-7	-13	-3	1	COc1ccc(/C=C2\S/C(=N/S(=O)(=O)c3cccs3)NC2=O)cc1
-2	6	-1	-0.1	4	-1	-8	4	0	5	COc1cccc(NC(=O)N(CCN(C)C)C(C)c2cccnc2)c1 (stereo not given)
10	19*	-4	-0.4	-1	-4	-1	10	2	-13	CCCC(=O)OCCNc1cc(Sc2nccn2C)c2nonc2c1[N+](=O)[O-]
-1	-1	-7	-0.1	0	1	-6	-9	-5	9	NS(=O)(=O)c1ccc(CCNC(=O)CNCCc2ccc(C(F)(F)F)cc2)cc1
5	-2	5	-0.8	-2	-3	-2	-9	1	6	CC12CCC(=O)N1c1ccccc1C(=O)N2c1ccccc1 (stereo not given)
0	-9	1	0.2	3	-2	-13	-2	3	3	CC1(C)NC(=O)N(CC(O)COc2ccc(-c3ccccc3)cc2)C1=O (stereo not given)
4	-3	-8	0.7	0	4	-4	-14	-1	-5	O=c1[nH]c(/C=C/c2cccc(Br)c2)nc2ccccc12
-1	-7	-7	0.4	-7	-1	-3	11	1	1	COc1ccc(-n2ncc3c2CC(C)(C)CC3NC(=O)c2ccoc2C)cc1 (stereo not given)
0	-4	0	-0.2	-1	-1	-12	2	2	-5	COc1cc(C2CC(=O)Oc3ccc(C(C)(C)C)cc32)cc(OC)c1OC (stereo not given)
-1	-16	2	-0.3	7	-2	-7	-13	0	8	COc1ccc(Cc2nnc(SCC(=O)Nc3nc(C)cs3)o2)cc1
1	0	-17	-0.2	8	1	-6	8	-18	3	COCc1cc(C)n(CC(=O)N2CCCC2)c(=O)c1C#N
5	-15	-43	-3.3	-3	16	14	5	-35	-5	COc1cc(C(CC(=O)N2CCCC2)c2c(OC)cc(OC)c3ccc(=O)oc23)cc(OC)c1OC (stereo not given)
-5	-1	-1	1.0	-3	-4	-1	9	-2	-5	CC1(C)CC(=O)C(C=NCCCN2CCCC2=O)=C(O)C1
0	4	-195	-0.9	-4	0	-1	-3	2	-5	Cc1cccc(NC(=S)NC(C)C(c2ccccc2)N2CCN(C)CC2)c1C (stereo not given)
-9	-8	-23	0.5	-1	21*	-14	-15	-17	-1	CC(C)(C)Cc1c(-c2ccc(C#N)cc2)nc2ccc(Cl)cn12
4	-26	-178	2.5	0	-3	-11	11	-128	1	Cc1cc(C)c2cc(C#N)c(N3CCCN(C(=O)c4cnccn4)CC3)nc2c1
0	-11	10	0.4	4	4	6	4	6	3	CC(C)C[C@@H](CN1CCC[C@H]1CN1C(=O)C(=O)NC[C@@H]1Cc1ccccc1)N1C[C@H](Cc2ccc(O)cc2)N(CC2CCCCC2)C(=O)C1=O
-1	-6	2	-0.5	-5	0	-2	-1	-4	-3	CCOC(=O)C1=C(CS(=O)(=O)c2ccccc2)NC(=O)NC1c1cccc(OC)c1 (stereo not given)
2	2	0	0.6	4	-2	-6	-4	-1	-8	Cc1nc(SCc2ccccc2C#N)n[nH]1
-2	8	-6	-0.2	-3	-2	0	5	0	-5	CC(c1n[nH]c(=S)n1Cc1ccccc1)N(C)C (stereo not given)
3	3	1	-0.4	5	0	1	2	-1	0	CC(C)(CCc1ccccn1)C(=O)C(CCc1ccccn1)CCc1ccccn1
3	-17	-1	0.3	-7	0	14	6	-1	4	CCCOc1cccc(C(=O)Nc2cc(NC(=O)c3ccco3)ccc2OC)c1
-1	-2	2	19*	-4	-1	-5	5	-3	-9	COC(=O)c1nc2n(n1)C(c1cccc(Cl)c1)C1=C(CC(C)(C)CC1=O)N2 (stereo not given)

Marked active in UHRF1 binding, among the entries above:
Rev-erbA mod	sPLA2-III inh	PLCb3 inh	KLK7 zymogen act	Tn7 DDE FP	UHRF1 binding	ASAP1 GAP inh	ARFGAP1 inh	PLC-gamma1 inh	DDE Tn6 FP inh	Molecule
-9	-8	-23	0.5	-1	21*	-14	-15	-17	-1	CC(C)(C)Cc1c(-c2ccc(C#N)cc2)nc2ccc(Cl)cn12

Carrying on.
Rev-erbA mod	sPLA2-III inh	PLCb3 inh	KLK7 zymogen act	Tn7 DDE FP	UHRF1 binding	ASAP1 GAP inh	ARFGAP1 inh	PLC-gamma1 inh	DDE Tn6 FP inh	Molecule
-6	16	-1	0.4	0	1	7	-6	-1	-1	CCOC(=O)c1ccc(NC(=S)NN2CCOCC2)cc1
6	1	-3	-0.4	7	-3	1	3	-4	2	C=CCSc1nc(=O)n2cccc(C)c2n1
4	9	4	0.3	0	0	3	13	0	-9	CCN(CC)CCn1c(OC)cc(=O)[nH]c1=O
3	0	0	0.1	-1	-2	0	1	1	6	C[C@@H](CSc1ccc(Br)cc1)CN1CC[C@H](C(C)(C)C)CCC1=O
-5	-31	-4	1.0	8	-3	1	-4	0	-1	O=C(NCCS(=O)(=O)N1CCCC1)c1ccccc1
-1	-14	2	-0.1	8	12	.	.	-4	8	O=C(NCc1cccc2ccccc12)C1CCCN(c2nc3ccccc3o2)C1 (stereo not given)
-3	-2	1	-0.1	1	-1	0	-10	0	12	O=C(c1n[nH]c2ccccc12)N1CCOCC1
-3	4	-1	0.1	-5	0	10	-10	4	-9	Cc1cc(C(C)(C)C)oc1C(=O)OCC(=O)NC1CCCCC1
-2	-18	-7	0.4	4	-3	12	13	-2	2	CCOc1ccc2oc(C(=O)N(C)CC(=O)Nc3ccc(OCC)c(OCC)c3)c(C)c2c1
0	-9	0	-0.6	-11	-2	-4	-1	-2	0	COC(=O)Cn1cnc2c1c(=O)n(C)c(=O)n2C
1	-2	-5	0.2	2	-1	-7	-12	2	1	CC(=O)Nc1ccc(N(CC(=O)NC2CCCC2)C(=O)CCC(=O)Nc2cc(C)on2)cc1
2	-18	-2	0.4	1	-1	-7	-10	-2	2	Cc1ccc(S(=O)(=O)NCc2ccccc2)cc1C(=O)N(C)CC(=O)Nc1c(Cl)cccc1Cl
2	-2	-25	-0.3	4	-2	-10	11	-20	1	CC(C)Cn1cc(C(=O)NCCCOC(C)C)c2c3ccccc3n(C)c2c1=O
-3	-1	-4	0.2	8	-1	1	-16	-3	4	C(=N\n1cnnc1SCc1ccccc1)/c1ccco1
-5	1	-4	0.1	-2	-1	-4	-8	6	-1	Cc1nc(Cl)sc1C(=O)Nc1ccccc1Cl
-2	17	-1	-0.2	5	7	-8	-1	-2	4	Cc1cc(Br)cn2c(CC(C)(C)C)c(C3CCCCC3)nc12
0	2	1	-0.5	1	-1	-2	1	-1	-1	CCN(CC)C(=O)CN(Cc1ccccc1)S(=O)(=O)c1ccc(F)cc1
-2	6	-7	-0.9	4	3	1	4	2	-1	O=C(COc1ccccc1)N=C1SC2CS(=O)(=O)CC2N1CCc1ccccc1 (stereo not given)
-2	8	0	0.3	-2	3	7	-1	-1	9	COC(=O)Cc1c(C(=O)OC)nnn1-c1ccc(OC)cc1
8	-84	5	-0.3	-4	5	4	9	8	-13	O=C(NC(Cc1c[nH]c2ccccc12)C(=O)N/N=C/c1ccc(Br)cc1)c1cccs1 (stereo not given)
1	9	-19	0.8	-2	-4	-4	0	-18	8	Cc1cccc(NC(=O)NNC(=O)c2cc3occc3[nH]2)c1C
1	1	1	0.4	-13	2	-2	4	2	7	CNC(=O)c1ccccc1S(=O)c1ccccc1C#N (stereo not given)
4	-23	4	0.3	-7	2	12	-11	3	6	O=C(NC1CCCC1)C(c1cccs1)N(Cc1ccco1)C(=O)Cn1nnc(-c2cccs2)n1 (stereo not given)
-9	13	-43	0.7	3	3	-13	12	-29	7	COc1ccc(/C=N/N(C)C2=NS(=O)(=O)c3ccccc32)cc1OC
-1	6	9	0.7	-7	0	-3	1	7	-9	CC(=O)Nc1ccc2c(c1)nc(CCN1CCN(c3ccccn3)CC1)n2C
2	-39	-1	-0.4	1	0	-9	1	0	-11	NS(=O)(=O)c1ccc(NC(=O)CSc2nnc(COc3ccccc3Cl)n2C2CC2)cc1
4	14	-10	0.0	3	-2	1	9	-2	4	O=[N+]([O-])c1cccc(NC(=S)N2CCc3ccccc32)c1
-2	-6	-2	0.6	-3	2	-8	0	0	2	CSCCC(NS(=O)(=O)c1ccccc1F)C(=O)N1CC=C(c2ccccc2)CC1 (stereo not given)
2	7	1	-0.1	-11	1	7	3	2	10	CC(NC(=O)c1csc2ccccc12)C1CCCO1 (stereo not given)

Record cards (already shown):
O=[N+]([O-])c1cccc(NC(=S)N2CCc3ccccc32)c1 is listed with Rev-erbA mod = 4; sPLA2-III inh = 14; PLCb3 inh = -10; KLK7 zymogen act = 0.0; Tn7 DDE FP = 3; UHRF1 binding = -2; ASAP1 GAP inh = 1; ARFGAP1 inh = 9; PLC-gamma1 inh = -2; DDE Tn6 FP inh = 4
CSCCC(NS(=O)(=O)c1ccccc1F)C(=O)N1CC=C(c2ccccc2)CC1 (stereo not given) is listed with Rev-erbA mod = -2; sPLA2-III inh = -6; PLCb3 inh = -2; KLK7 zymogen act = 0.6; Tn7 DDE FP = -3; UHRF1 binding = 2; ASAP1 GAP inh = -8; ARFGAP1 inh = 0; PLC-gamma1 inh = 0; DDE Tn6 FP inh = 2

Random draw from the library (roughly 4.5% active in at least one column).
